WRN inhibitor: blocks human WRN helicase; Q14191; WRN helicase unwinding, fluorescent forked duplex, kinetic; Potency, µM (highest dose often 114 µM), for inactives: at the top dose activity change, negative = inhibition, actives largely listed as inhibitors; 0.46% of 360,000 active; also: potency is read from the fitted curve at half-maximal effect; % is scaled to controls: 0 for no effect and ±100 for the full control effect; nearly all actives have a fitted effect of over 55% in size
Target sequence (Q14191 whole entry, looked up): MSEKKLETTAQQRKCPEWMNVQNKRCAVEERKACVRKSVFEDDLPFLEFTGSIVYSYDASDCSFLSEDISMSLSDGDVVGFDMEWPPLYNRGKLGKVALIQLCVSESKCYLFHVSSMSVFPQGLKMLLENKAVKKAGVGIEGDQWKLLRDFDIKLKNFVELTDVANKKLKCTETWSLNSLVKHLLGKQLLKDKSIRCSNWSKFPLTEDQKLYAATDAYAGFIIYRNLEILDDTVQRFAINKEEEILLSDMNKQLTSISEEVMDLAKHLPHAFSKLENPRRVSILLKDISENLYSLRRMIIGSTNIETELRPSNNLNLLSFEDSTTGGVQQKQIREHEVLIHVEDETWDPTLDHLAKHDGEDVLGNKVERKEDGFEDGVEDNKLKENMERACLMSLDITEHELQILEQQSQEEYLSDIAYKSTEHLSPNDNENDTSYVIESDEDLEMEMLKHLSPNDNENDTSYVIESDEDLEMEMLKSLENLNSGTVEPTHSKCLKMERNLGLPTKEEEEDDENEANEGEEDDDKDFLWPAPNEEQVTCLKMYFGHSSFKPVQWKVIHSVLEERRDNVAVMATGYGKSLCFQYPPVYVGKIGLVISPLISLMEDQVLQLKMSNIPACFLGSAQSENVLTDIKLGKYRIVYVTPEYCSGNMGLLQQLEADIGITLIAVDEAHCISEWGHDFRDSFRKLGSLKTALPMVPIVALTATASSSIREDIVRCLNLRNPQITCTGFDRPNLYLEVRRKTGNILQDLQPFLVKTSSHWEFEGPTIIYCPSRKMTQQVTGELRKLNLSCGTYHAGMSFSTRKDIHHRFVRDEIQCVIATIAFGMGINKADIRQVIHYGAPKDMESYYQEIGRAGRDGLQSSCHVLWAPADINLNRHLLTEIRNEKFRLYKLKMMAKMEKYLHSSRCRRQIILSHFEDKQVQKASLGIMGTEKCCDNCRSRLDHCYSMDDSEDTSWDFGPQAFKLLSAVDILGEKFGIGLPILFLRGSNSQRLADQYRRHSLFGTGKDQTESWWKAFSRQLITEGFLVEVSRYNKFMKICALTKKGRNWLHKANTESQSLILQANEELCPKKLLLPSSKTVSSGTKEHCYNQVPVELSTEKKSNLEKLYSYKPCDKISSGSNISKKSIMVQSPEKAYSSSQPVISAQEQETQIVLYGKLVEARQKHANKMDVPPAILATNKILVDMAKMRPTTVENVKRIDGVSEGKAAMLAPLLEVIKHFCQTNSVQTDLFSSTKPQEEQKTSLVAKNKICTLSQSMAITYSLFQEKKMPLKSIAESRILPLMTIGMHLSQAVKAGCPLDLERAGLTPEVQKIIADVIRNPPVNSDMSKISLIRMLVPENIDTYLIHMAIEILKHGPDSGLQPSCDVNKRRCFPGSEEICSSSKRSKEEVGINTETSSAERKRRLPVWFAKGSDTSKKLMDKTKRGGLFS
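Fluorescence dequenching readout, ex 525 nm/em 598 nm, kinetic mode: forked duplex DNA (100 nM final) with adjacent fluorophore and quencher unwound by WRN (20 nM final) with 2 mM ATP. Compound preincubation 15 min, room temperature.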
IL-2 act: activates IL-2 in a cell-based reporter assay; IL-2 activation reporter assay, cell-based qHTS; stimulated with anti-CD3/CD4/CD28 beads; in transgenic mouse T cells; activation, % (series mostly up to about 46 µM); 0.065% of 360,000 active; AID 652025; in the data active = activation above about 50%; inconclusive = mostly about 30% to 49%; also: 0% is about no effect
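Unstimulated transgenic mouse T cells preincubated 60 min with compound, then stimulated with anti-CD3/anti-CD4-coated beads plus anti-CD28 for 18 h at 37 degrees C. IL-2 response read as EGFP and DsRed fluorescence by plate cytometry.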
PLK1 PBD block: inhibitors of human PLK1 polo-box domain binding; P53350; Plk1 PBD binding of FITC phosphopeptide, fluorescence polarization; Potency, µM, inactives show max response, negative = inhibition, hits mostly inhibitors; 2.8% of 360,000 active; AID 720504; also: potency is read from the fitted curve at half-maximal effect; series mostly up to about 57 µM; % is scaled to controls: 0 for no effect and ±100 for the full control effect; nearly all actives have a fitted effect of over 65% in size
DRD3 agonist: agonists of human D3 dopamine receptor | P35462 | D3R DiscoveRx beta-arrestin cells, luminescence, 90 min | max activation, % | 0.58% of 410,000 active | AID 652048; in the data active = max activation above about 30%; also: 0% is about no effect; mostly tested at two doses, the higher about 12 µM
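Agonist-mode cell screen: cells plated at 1500/well and incubated overnight at 37 °C, then exposed to library compounds for 90 min at 37 °C. Detection reagent was added for 30–60 min at room temperature, and luminescence was read.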
GLP-1R inv ag: GLP-1 receptor (human) inverse agonism | AID 624417 | P43220 | Potency, µM (highest dose often 38.3 µM), for inactives: top-dose activity change, negative = inhibition, usual class: inhibitors | HEK293 GLP-1R CRE-luciferase, luminescence, 24 h; GLP-1R form is constitutively active | 1.6% of 410,000 active; also: potency is read from the fitted curve at half-maximal effect; % is scaled to controls: 0 for no effect and ±100 for the full control effect; nearly all actives have a fitted effect of over 55% in size
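Assay principle: reduced luminescence from a cAMP-responsive reporter in HEK293 cells co-expressing a constitutively active GLP-1R. Conditions: 24 hr compound incubation, 37 deg C, 5% CO2.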
GLP1R cytotox: cytotoxicity in counter-screen for GLP-1R inverse agonists | HEK293 cAMP-luciferase reporter cells, luminescence, 24 h | Potency, µM (doses to about 38.3 µM), for inactives: at the top dose activity change, negative = inhibition, most hits filed as inhibitors | 0.13% of 410,000 active;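 also: loss of luciferase light is scored as toxicity; potency is read from the fitted curve at half-maximal effect; % is scaled to controls: 0 for no effect and ±100 for the full control effect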
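Quantitative HTS format, 1536 wells, 200 cells/uL seeded. Compounds: 23 nL, 24 h, 37 °C. Detection: luciferase reagent, luminescence at 12 min RT; decreased signal taken as cytotoxic.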
GLP-1R agonist: GLP-1 receptor (human) agonism | Potency, µM (highest dose often 45.6 µM), for inactives: top-dose activation, usual class: activators | 0.007% of 380,000 active | HEK293 GLP-1R CRE-luciferase, luminescence, 4-6 h; cells express a hypersensitive GLP-1R form; also: potency is read from the fitted curve at half-maximal effect; % of control where 0% means no effect
PI5P4Ka inh: blocks human PI5P4K alpha kinase activity; PI5P4Kalpha enzyme, ADP-Glo luminescence, 60 min; stronger effect = lower value; max response, %; 1.2% of 330,000 active; active = max response of -50% or lower; inconclusive = between -30% and -50%; inactive = -30% or higher; also: value at the top dose of about 77 µM; % is scaled to controls: 0 for no effect and ±100 for the full control effect
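ADP-Glo luminescence end-point after a 60 min room-temperature kinase reaction. PI5P4Kalpha and substrate in HEPES pH 7.4 buffer with EGTA, 0.1% CHAPS and 5% DMSO; ATP at 5 microM final.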
DRD3 antagonist: antagonists of human D3 dopamine receptor; max response, negative = inhibition, %; D3R cells, DiscoveRx beta-arrestin luminescence, antagonist mode; stronger effect = lower value; 2.5% of 360,000 active; P35462; AID 652054; in the data active = max response below about -50%; inconclusive = no clear call, values can overlap the other calls; also: % is scaled to controls: 0 for no effect and ±100 for the full control effect; mostly tested at two doses, the higher about 12 µM
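Cells plated overnight at 1500 cells/well, then exposed to library compounds with dopamine controls for 90 minutes at 37 degrees C. DiscoveRx reagent added for 30–60 minutes at room temperature; luminescence read, quantitative HTS format.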
Starred values were filed as active, the others as inactive; ? = inconclusive; · = not tested or not shown; [ ] = dose if it differs, or a comment. Unless noted, calls follow the shape of the dose curve; as a rule, active = well fitted curve in the direction sought with a large enough effect; inconclusive = small, poorly fitted or top-dose-only effect, or another doubt; inactive = no such curve, though single readings can be large; an effect the other way counts as inactive or inconclusive.

smiles	WRN inhibitor	IL-2 act	PLK1 PBD block	DRD3 agonist	GLP-1R inv ag	GLP1R cytotox	GLP-1R agonist	PI5P4Ka inh	DRD3 antagonist
CC1(C)CCC(=O)C=C1Nc1ccc(F)c(Cl)c1	-10%	-1.2	-3%	1	18%	16%	13%	-2	13
CCC(=O)N(CC)Cc1cc(=O)[nH]c2ccccc12	4%	-2.7	5%	1	14%	8%	1%	10	18
CC(C)OCCCNC(=O)c1ccc2c(=O)n(CCc3ccccc3)c(=O)[nH]c2c1	·	·	·	7	11%	-4%	1%	·	·
O=C(Nc1cc(C(F)(F)F)ccc1N1CCOCC1)c1cccnc1Cl	-1%	-0.4	-5%	7	9%	21%	6%	2	12
Cc1cc2ccccc2n2c(SCC(=O)NCC3CCCO3)nnc12 (configuration not stated)	-2%	0.5	5%	-3	12%	-4%	4%	1	9
Cc1ccc(C(=O)Nc2ccc(N3CCOCC3)cc2)cc1	1%[57.1 µM]	-1.9	-3%	-1	5%	5%	0%	·	-12
CCOC(=O)Nc1ccc(S(=O)(=O)N2CCC(c3nc4ccccc4[nH]3)CC2)cc1	8%	-1.4	-14%	2	-8%	6%	0%	-11	-12
COc1ncc(-c2ccc(N3C(c4ccc([N+](=O)[O-])cc4)=Cc4ccccc4C3CC(C)=O)cc2)cn1 (configuration not stated)	-3%	-0.3	0%	0	5%	-6%	2%	8	9
C[C@H](CO)N1C[C@H](C)[C@@H](CN(C)Cc2ccccc2)OCCCC[C@H](C)Oc2ccc(N(C)C)cc2C1=O	-4%	-0.2	-12%	5	18%	-5%	4%	0	6
Cc1ccc(CC(=O)OCCNC(=O)c2cccnc2)cc1	-5%	-1.3	0%	2	0%	-2%	-3%	·	-17
COc1cccc(C(O)c2nc3ccccc3n2C(C)C)c1 (configuration not stated)	-8%	1.4	-4%	5	-13%	1%	10%	·	4
CC(=O)c1cccc(NC(=O)N2CCC(NC(=O)C34CC5CC(CC(C5)C3)C4)CC2)c1	-1%	-0.4	0%	0	-3%	-24%	7%	-3	-3
CN1C(=O)C(CC(=O)NCCc2ccccc2)N(NC(=O)c2ccc(Cl)cc2)C1=S (configuration not stated)	-9%	0.6	8%	-5	?	-3%	-1%	-3	2
C[C@H](CO)N1C[C@H](C)[C@@H](CN(C)Cc2cccnc2)OCc2cnnn2CCCC1=O	3%	-1.4	-11%	-11	11%	-5%	1%	-1	?
CN(C)c1ccc(/C=N/Nc2nc3ccccc3o2)cc1	1%	-1.3	2%	4	3.5µM*	-22%	0%	-9	0
Cc1cc2nc(-c3ccc(OCc4ccc(F)cc4)cc3)cc(C(F)(F)F)n2n1	·	·	·	3	4%	-4%	1%	·	·

Quoted from the listing:
Under DRD3 antagonist, `COc1cccc(C(O)c2nc3ccccc3n2C(C)C)c1` (configuration not stated) shows 4
Under PI5P4Ka inh, `C[C@H](CO)N1C[C@H](C)[C@@H](CN(C)Cc2cccnc2)OCc2cnnn2CCCC1=O` shows -1
Under DRD3 agonist, `CN(C)c1ccc(/C=N/Nc2nc3ccccc3o2)cc1` shows 4

Remaining list, next part:
smiles	WRN inhibitor	IL-2 act	PLK1 PBD block	DRD3 agonist	GLP-1R inv ag	GLP1R cytotox	GLP-1R agonist	PI5P4Ka inh	DRD3 antagonist
CCCCn1c(SCc2nnc(-c3ccccc3)o2)nc2c1c(=O)n(C)c(=O)n2C	1%	-2.6	-1%	17	-4%	1%	2%	·	-10
COc1ccc(-c2oc(/N=C/N3CCOCC3)c(C#N)c2-c2ccc(OC)cc2)cc1	-3%	-2.6	0%	-2	0%	6%	0%	·	-14
Cc1cccc(NC(=O)c2sc3nc(N)c(C#N)cc3c2N)c1	-22%	-2.6	-16%	-4	39%[activator]	16%	10%	-51*	-22
Oc1ccccc1/C=N/n1cnn(Cc2ccccc2Cl)c1=S	3%	-0.3	4.7µM*	2	0%	1%	-8%	-27	-5
COc1ccc(COC(=O)c2cc(S(=O)(=O)N3CCCCC3)ccc2N2CCOCC2)cc1	-13%	-1.0	2%	-5	7%	-2%	-2%	2	9
O=C(NC1CCCC1)c1ccc(CNc2c(N3CCOCC3)c(=O)c2=O)cc1	-6%	-0.1	-13%	-3	3%	1%	-1%	4	-23
COc1ccc2oc(=O)c(C(=O)NCc3ccco3)cc2c1	7%	-1.6	-11%	-11	8%	1%	6%	-5	-25
CC(=O)c1cccc(N2C(=NC(=O)C3CCCCC3)SC3CS(=O)(=O)CC32)c1 (configuration not stated)	5%	-1.4	5%	-8	15%	1%	7%	3	9

For reference, 2 of the compounds above:
smiles	WRN inhibitor	IL-2 act	PLK1 PBD block	DRD3 agonist	GLP-1R inv ag	GLP1R cytotox	GLP-1R agonist	PI5P4Ka inh	DRD3 antagonist
COc1ccc2oc(=O)c(C(=O)NCc3ccco3)cc2c1	7%	-1.6	-11%	-11	8%	1%	6%	-5	-25
CC(=O)c1cccc(N2C(=NC(=O)C3CCCCC3)SC3CS(=O)(=O)CC32)c1 (configuration not stated)	5%	-1.4	5%	-8	15%	1%	7%	3	9

More records:
smiles	WRN inhibitor	IL-2 act	PLK1 PBD block	DRD3 agonist	GLP-1R inv ag	GLP1R cytotox	GLP-1R agonist	PI5P4Ka inh	DRD3 antagonist
CC(C)[C@H](NC(=O)OCc1ccccc1)C(=O)N[C@@H](Cc1c[nH]c2ccccc12)C(=O)O	-1%	-0.6	0%	12	25%	3%	-4%	4	2
CC(=O)N(c1nc(CCl)cs1)c1ccc(C)cc1C	8%	-1.1	-4%	0	8%	-4%	2%	1	5
N#Cc1nc(-c2ccc(OCc3ccccc3)cc2)oc1N1CCC(C(N)=O)CC1	-11%	-0.5	-9%	-1	0%	20%	-2%	4	30
COc1ccc2cc(CCNC(=O)c3ccco3)c(=O)[nH]c2c1	-20%	2.0	-3%	-1	-10%	-7%	5%	3	15
CCN(CC)c1ccc(/C=N/NC(=O)CNC(=O)c2cccs2)cc1	-3%	-0.3	-12%	-11	-26%	-2%	12%	-21	1
CC(OC(=O)CCC(=O)c1ccc(F)cc1)C(=O)NC1CCCCC1C (configuration not stated)	-18%	-3.7	-2%	0	4%	-9%	4%	0	-3
CCOC(=O)[C@]12CCCC=C1N(Cc1ccccc1)C(=O)[C@H](CC(=O)NCCCCc1ccccc1)C2	-12%	-1.0	-1%	-5	?	-21%	·	6	4
O=C(CCC1COc2ccccc2O1)Nc1ncccc1O (configuration not stated)	0%	-0.8	-3%	-2	17%	25%	-12%	1	-19
Cc1cc(NS(=O)(=O)c2ccc(NC(=O)NC3CCCCC3)cc2)no1	-7%	0.8	-6%	-3	13%	7%	22%	·	21
CC(=O)N1CCc2c(sc3c2c(=O)n(CCc2ccccc2)c(=O)n3Cc2ccccc2C)C1	·	·	·	-10	?	-23%	-1%	·	·
Cc1ccc(NC(=O)Nc2ccnc(-c3cccnc3)n2)cc1	-3%	-0.4	-5%	-1	-6%	-23%	14%	-2	-24
Cc1ccsc1/C=C(\C#N)C(=O)NCc1ccco1	7%	-3.0	0%	-1	32%[activator]	5%	1%	-4	7
Cc1nn(-c2ccccc2)c2c1/C(=N/O)CC(C)(C)C2	0%	0.5	-8%	5	?	19%	1%	16	6
C/C(=N/NC(=O)CNC(=O)c1cccs1)c1ccco1	-15%	0.1	3%	4	3%	0%	-1%	-6	12
Cc1cc(C)c(C)c(S(=O)(=O)N[C@@H](C)C(=O)OC(C)C(=O)NC(N)=O)c1C (some centres not stated)	-3%	-0.5	-1%	0	4%	5%	-3%	3	10
Nc1ccn(-c2ncc(C(F)(F)F)cc2Cl)c(=O)n1	-9%	0.4	1%	3	6%[7.66 µM]	-3%[7.66 µM]	8%	-9	1

The final 2 records of the section above lead into the next:
smiles	WRN inhibitor	IL-2 act	PLK1 PBD block	DRD3 agonist	GLP-1R inv ag	GLP1R cytotox	GLP-1R agonist	PI5P4Ka inh	DRD3 antagonist
Cc1cc(C)c(C)c(S(=O)(=O)N[C@@H](C)C(=O)OC(C)C(=O)NC(N)=O)c1C (some centres not stated)	-3%	-0.5	-1%	0	4%	5%	-3%	3	10
Nc1ccn(-c2ncc(C(F)(F)F)cc2Cl)c(=O)n1	-9%	0.4	1%	3	6%[7.66 µM]	-3%[7.66 µM]	8%	-9	1
Cc1c(NC(=S)N/C(=N/S(=O)(=O)c2ccc(Cl)cc2)c2ccccc2)c(=O)n(-c2ccccc2)n1C	-1%	2.8	-13%	16	8%	5%	8%	6	4
CC(NC(=S)Nc1ccccc1)C1COc2ccccc2O1 (configuration not stated)	-14%[57.1 µM]	-4.6	-6%	-4	?	?	8%	-3	2
Cc1c(C(=O)O)[nH]c2ccc([N+](=O)[O-])cc12	-32%	2.2	?	3	1%	-14%	-1%	-26	-10
Cc1ccc(-c2ccc(=O)[nH]n2)cc1	-7%	-1.4	-4%	3	30%	2%	16%	2	-2
Nc1nc(N)c(C=Nc2ccc(Br)cc2)c(Nc2ccc(Br)cc2)n1	-6%	-2.0	-4%	2	-14%	-12%	-3%	-7	17
COc1ccc(CNC(=O)Cn2nc([N+](=O)[O-])c(Br)c2C)cc1	-1%	-0.8	-10%	3	-15%	-1%	-3%	0	24
Cc1cccc(C)c1NC(=O)CNCC(=O)Nc1c(C)cccc1C	7%[57.1 µM]	1.5	-4%	1	-8%	5%	15%	2	7
COc1c(Br)cc(/C=N/n2c(-c3ccccc3)n[nH]c2=S)c(O)c1Br	?	0.9	?	-4	?	39%[activator]	-8%	-55*	-27
O=Cc1cccn1Cc1ccc(Cl)cc1Cl	-5%	0.0	3%	11	?	-1%	10%	·	7
CCc1nc(NCCN2CCOCC2)c2oc3ccccc3c2n1	-2%	-0.7	-5%	-9	3%	-15%	16%	9	-6
Cc1nn(Cc2ccc(Cl)cc2Cl)c(C)c1NC(=O)c1sc2ccccc2c1Cl	1%	0.1	-5%	-1	3%	0%	-10%	3	15
COc1ccc(CN2C(=O)CCC2(C)c2nnnn2Cc2ccccc2)cc1OC (configuration not stated)	2%	0.6	-7%	4	25%	0%	5%	0	8
COc1ccc(CN2C(=O)CN=C2Nc2ccc(C)cc2C)cc1	-5%[57.1 µM]	-2.5	-9%	5	-26%	-21%	25%	2	9
O=C(CSc1ccccc1)Nc1ccncc1	8%	0.0	?	2	8%	-4%	3%	5	34

High-throughput results (PubChem BioAssay)
